Screening results: PubChem BioAssay, National Center for Advancing Translational Sciences (NCATS)
EPAC1 antagonist = qHTS for Antagonist of cAMP-regulated guanine nucleotide exchange factor 3 (EPAC1): primary screen; AID 720709, 2013; EPAC1 GEF assay, Rap1b-BODIPY-GDP exchange fluorescence; 360,000 compounds, 0.14% hits; Rap guanine nucleotide exchange factor 3 (Homo sapiens), O95398; Potency, µM (titrated, usually from 115 µM), inactives show at the highest dose activity change, negative = inhibition, hits mostly inhibitors;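 further: potency means the concentration at half of the fitted maximal effect; plate controls were vehicle for no effect and positive control for full effect; nearly all actives have a fitted effect of over 50% in size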
GLP1R ag = qHTS of GLP-1 Receptor Agonists; Glucagon-like peptide 1 receptor (Homo sapiens), P43220; HEK293 GLP-1R CRE-luciferase, luminescence, 4-6 h; cells express a hypersensitive GLP-1R form; Potency, µM (highest dose often 45.6 µM), inactives show at the highest dose activation, usual class: activators; 380,000 compounds, 0.007% hits; AID 624172, 2012; further: potency means the concentration at half of the fitted maximal effect; % of control where 0% means no effect
Target sequence (P43220 whole entry, looked up): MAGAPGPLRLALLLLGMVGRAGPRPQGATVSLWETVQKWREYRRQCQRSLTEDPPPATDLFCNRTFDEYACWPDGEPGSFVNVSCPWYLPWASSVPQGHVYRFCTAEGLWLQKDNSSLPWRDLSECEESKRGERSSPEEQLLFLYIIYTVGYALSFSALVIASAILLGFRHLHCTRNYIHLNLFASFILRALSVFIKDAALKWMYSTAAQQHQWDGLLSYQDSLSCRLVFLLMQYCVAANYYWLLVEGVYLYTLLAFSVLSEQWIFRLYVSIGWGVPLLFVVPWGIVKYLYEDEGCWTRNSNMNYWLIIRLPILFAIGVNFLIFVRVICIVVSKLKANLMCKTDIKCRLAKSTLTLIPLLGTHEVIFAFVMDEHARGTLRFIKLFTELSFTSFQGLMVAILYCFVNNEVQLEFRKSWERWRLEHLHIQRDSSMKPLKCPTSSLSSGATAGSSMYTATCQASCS
PI5P4Ka inh = qHTS for Inhibitors of phosphatidylinositol 5-phosphate 4-kinase (PI5P4K); Phosphatidylinositol 5-phosphate 4-kinase type-2 alpha (Homo sapiens), P48426; PI5P4Kalpha enzyme, ADP-Glo luminescence, 60 min; hits give low values; max response, %; 330,000 compounds, 1.2% hits; AID 652105, 2013; active means max response of -50% or lower; inconclusive means between -30% and -50%; inactive means -30% or higher; further: value at the top dose of about 77 µM; on the % scale 0 is the no-effect control and ±100 the full control effect
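Enzyme plus substrate dispensed, test compounds pinned in, then ATP (5 microM final) added. After 60 min at RT, ADP-Glo reagent 1 for 45 min and reagent 2 for 30 min preceded luminescence imaging.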
IL2 activator = qHTS of IL-2 Activators. IL-2 activation reporter assay, cell-based qHTS; stimulated with anti-CD3/CD4/CD28 beads; in transgenic mouse T cells. activation, % (series mostly up to about 46 µM). 360,000 compounds, 0.065% hits; in the data active means activation above about 50%; inconclusive means mostly about 30% to 49%; further: 0% is about no effect
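Quantitative HTS in unstimulated transgenic mouse T cells, with memory T cells as non-tolerant control and PMA/ionomycin as tolerance-bypass control. Compound pretreatment lasted 60 minutes before 18 h bead stimulation; EGFP/DsRed fluorescence read.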
GLP-1R inv ag = qHTS of GLP-1 Receptor Inverse Agonists (Inhibition Mode). 410,000 compounds, 1.6% hits. Glucagon-like peptide 1 receptor (Homo sapiens), P43220. HEK293 GLP-1R CRE-luciferase, luminescence, 24 h; GLP-1R form is constitutively active. Potency, µM (highest dose often 38.3 µM), for the others: at the highest dose activity change, negative = inhibition, most hits filed as inhibitors. AID 624417, 2012; further: potency means the concentration at half of the fitted maximal effect; on the % scale 0 is the no-effect control and ±100 the full control effect; nearly all actives have a fitted effect of over 55% in size
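GLP-1R inverse agonism mode: basal reporter luminescence in engineered HEK293 cells measured after one day of compound exposure at 37 deg C, with a 12 min room-temperature detection step.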
PTHR1 ag = qHTS for PTHR1 Agonists: Primary Screen. Parathyroid hormone/parathyroid hormone-related peptide receptor (Homo sapiens), Q03431. HEK293 GP2 PTHR1 cells, GloSensor cAMP luminescence, 1 h. Potency, µM (doses to about 115 µM), for inactives: top-dose activation, most hits filed as activators. 410,000 compounds, 0.075% hits. AID 743266, 2014; further: potency means the concentration at half of the fitted maximal effect; nearly all actives have a fitted effect of over 55% in size; some results filed as inactive show a strong effect at the top dose; inactives centre near -15; many of its hits are not listed in these tables
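HEK-293-derived GP2 cells expressing PTHR1 and a GloSensor cAMP reporter, 3,000/well, plated overnight, given luciferin plus IBMX (each 0.5 mM as added) for 1 h at 37 °C, then compound for 1 h at 37 °C. Luminescence was read after 15 min at room temperature.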
PLK1 PBD block = qHTS for Inhibitors of PLK1-PDB (polo-like kinase 1 - polo-box domain): Primary Screen | Serine/threonine-protein kinase PLK1 (Homo sapiens), P53350 | Plk1 PBD binding of FITC phosphopeptide, fluorescence polarization | Potency, µM, without a hit: max response, negative = inhibition, actives largely listed as inhibitors | 360,000 compounds, 2.8% hits | AID 720504, 2013; further: potency means the concentration at half of the fitted maximal effect; series mostly up to about 57 µM; on the % scale 0 is the no-effect control and ±100 the full control effect; nearly all actives have a fitted effect of over 65% in size
Target sequence (P53350 whole entry, looked up, the tested form may be a part): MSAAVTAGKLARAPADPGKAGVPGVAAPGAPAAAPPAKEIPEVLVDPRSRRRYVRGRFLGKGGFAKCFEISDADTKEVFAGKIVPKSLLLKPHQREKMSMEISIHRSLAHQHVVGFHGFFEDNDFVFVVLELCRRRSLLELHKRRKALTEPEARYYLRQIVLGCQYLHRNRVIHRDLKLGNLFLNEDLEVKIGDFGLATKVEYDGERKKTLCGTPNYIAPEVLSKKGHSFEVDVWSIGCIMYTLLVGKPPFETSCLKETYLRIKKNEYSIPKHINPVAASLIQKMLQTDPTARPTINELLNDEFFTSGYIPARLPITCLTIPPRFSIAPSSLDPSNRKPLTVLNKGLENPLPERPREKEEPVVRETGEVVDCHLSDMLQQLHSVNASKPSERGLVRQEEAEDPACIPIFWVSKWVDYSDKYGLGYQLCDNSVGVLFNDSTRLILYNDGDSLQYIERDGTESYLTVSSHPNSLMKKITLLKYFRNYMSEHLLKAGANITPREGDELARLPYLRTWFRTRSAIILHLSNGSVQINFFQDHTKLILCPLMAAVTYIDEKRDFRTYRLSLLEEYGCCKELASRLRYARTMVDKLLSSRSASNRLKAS
GLP1R cytotox = qHTS of GLP-1 Receptor Inverse Agonists: Cytotox Screen; HEK293 cAMP-luciferase reporter cells, luminescence, 24 h; Potency, µM (titrated, usually from 38.3 µM), for inactives: at the top dose activity change, negative = inhibition, actives largely listed as inhibitors; 410,000 compounds, 0.13% hits; AID 624418, 2012;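 further: loss of luciferase light is scored as toxicity; potency means the concentration at half of the fitted maximal effect; on the % scale 0 is the no-effect control and ±100 the full control effect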
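Compound-treated cells are incubated 24 hr at 37 deg C under 5% CO2 after a 12 hour attachment period, then luciferase detection reagent is added and luminescence is measured following 12 min at room temperature; lowered signal indicates toxicity.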
EPAC1 ag = qHTS for Agonist of cAMP-regulated guanine nucleotide exchange factor 3 (EPAC1): primary screen | Rap guanine nucleotide exchange factor 3 (Homo sapiens), O95398 | EPAC1 agonist qHTS, biochemical assay; response scale: 100% = response to 6.5 mM cAMP | Potency, µM (titrated, usually from 154 µM), without a hit: at the top dose activation, most hits filed as activators | 360,000 compounds, 0.073% hits | AID 720707, 2013; further: potency means the concentration at half of the fitted maximal effect; nearly all actives have a fitted effect of over 60% in size
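Compounds were pinned as a concentration titration into mixtures of EPAC1 (100 nM), BODIPY-GDP-loaded Rap1B (250 nM) and GDP (50 uM). After 5 min at room temperature, fluorescence was followed for 30 min; activity was scaled to 6.5 mM cAMP.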
Active calls of the source: *; i = inactive; ? = inconclusive; . = no result given; & = joins results of further samples; [ ] = another dose, or the depositor's remark. Unless noted, the call rests on the fitted dose curve; in most records, active means well fitted curve in the direction sought with a large enough effect; inconclusive means small, poorly fitted or top-dose-only effect, or another doubt; inactive means no such curve, though single readings can be large; an effect the other way counts as inactive or inconclusive. Some of the compounds tested; count on the stated rates, not on these rows.

Preview:
SMILES	EPAC1 antagonist	GLP1R ag	PI5P4Ka inh	IL2 activator	GLP-1R inv ag	PTHR1 ag	PLK1 PBD block	GLP1R cytotox	EPAC1 ag
O=C(COc1ncnc2ccccc12)NCC1CCCO1 (stereo not given)	3%	2%	-5	1.0	0%	15%	-4%	6%	0%
CS(=O)(=O)Nc1cccc(C2=NN(C(=O)c3cccc([N+](=O)[O-])c3)C(c3cccs3)C2)c1 (stereo not given)	6%	26%	-2	0.3	7%	i	-1%	-10%	3%

The whole of this part, from the start:
SMILES	EPAC1 antagonist	GLP1R ag	PI5P4Ka inh	IL2 activator	GLP-1R inv ag	PTHR1 ag	PLK1 PBD block	GLP1R cytotox	EPAC1 ag
O=C(COc1ncnc2ccccc12)NCC1CCCO1 (stereo not given)	3%	2%	-5	1.0	0%	15%	-4%	6%	0%
CS(=O)(=O)Nc1cccc(C2=NN(C(=O)c3cccc([N+](=O)[O-])c3)C(c3cccs3)C2)c1 (stereo not given)	6%	26%	-2	0.3	7%	i	-1%	-10%	3%
O=C1NC2(CCCCC2)C(=O)N1c1ccccc1	7%	-1%	3	-3.5	2%	i	-1%	-5%	-2%
C[N+]1(CC(=O)OCCCc2ccccc2)CCCCC1	-1%	0%	6	-0.7	-6%	i	-19%	-6%	11%
CCCn1c2ccccc2c2cnn(CC(=O)O)c(=O)c21	-4%	0%	-5	-0.5	20%	i	0%	13%	3%
Cc1ccc(Nc2cc(=O)oc3ccccc23)c(C)c1	0%	-7%	0	2.5	0%	i	0%	-12%	3%
Nc1c(C(=O)Nc2ccccc2)c2nc3ccccc3nc2n1-c1ccc(O)cc1	-14%	2%	18	-2.8	?	-36%[inhibitor]	-15%	2%	13%
COc1ccccc1C1C(C(=O)c2ccco2)=C(O)C(=O)N1c1cc(C)on1 (stereo not given)	2%	-6%	0	0.0	6%	-7%	-7%	?	-2%
CN(C)S(=O)(=O)c1cc(NC(=O)CNCc2ccccc2)ccc1Cl	-18%	11%	-1	-0.3	-26%	i	7%	-14%	6%
CCOc1ccccc1N1CSC2=C(C#N)C(c3c(OC)ccc4ccccc34)CC(=O)N2C1 (stereo not given)	3%	-3%	-85*	-2.8	-6%	-2%	19µM*	-7%	2%
COCc1nnc(NS(=O)(=O)c2ccc(C)cc2)s1	-14%	-9%	-2	0.6	-19%	i	-21%	8%	7%
COc1ccc(NC(=O)CC2SC(=NCc3ccccc3OC)NC2=O)cc1 (stereo not given)	0%	0%	.	0.4	10%	?	4%	-17%	3%
CCN(CCNS(=O)(=O)c1ccc2c(c1)oc(=O)n2C)c1ccccc1	-1%	8%	4	-0.2	-2%	i	1%	4%	-5%
O=c1[nH]c2cc([N+](=O)[O-])ccc2c2ccc([N+](=O)[O-])cc12	8%	1%	-5	-4.8	8%	i	1%	-15%	-1%
Cc1noc(C)c1COC(=O)c1cccnc1Cl	-27%	7%	4	-0.5	42%[activator]	i	-6%	13%	-9%
CC1CCN(c2nc(CN3CCCCC3)nc3scc(-c4ccccc4)c23)CC1	15%	3%	7	-0.3	?	-34%[inhibitor]	4%	-2%[1.53 µM]	14%
CCOC(=O)c1cc2c(ccn2C)n1Cc1ccccc1C	-20%	0%	.	-2.4	?	i	-12%	5%	17%
Cc1coc(C)c1C(=O)CC1(O)C(=O)N(Cc2ccccc2)c2ccccc21 (stereo not given)	-19%	-3%	-11	-0.4	?	-73%[inhibitor]	27µM*	8%	2%
Cc1cccc(N2CCN(C(=O)c3ccccc3OCc3c(C)noc3C)CC2)c1C	-3%	7%	-3	-0.8	?	-4%	-3%	-10%	10%
Cc1nnc(C)c2c(C)n(N)c(C)c12	1%	-6%	4	0.5	-4%	i	-7%	2%	10%
Cc1ccccc1CN1C(=O)c2ccccc2S(=O)c2ccc(C(=O)N3CCOCC3)cc21 (stereo not given)	.	-1%	.	.	16%	i	.	-12%	.
Cn1c(SCC(=O)Nc2cccc(C(=O)O)c2)nnc1-c1cc2cc(Br)ccc2o1	35µM*	1%	-9	-0.6	-18%	-36%[inhibitor]	-9%	-1%	63µM*
COc1ccc(CNC(=O)Cn2c(=O)n(CCC(=O)N3CCCCC3)c(=O)c3sccc32)cc1	-2%	3%	-2	2.2	16%	i	-4%	8%	13%
COc1ccc(N2CCN(Cc3nc4sc(C)c(C)c4c(=O)[nH]3)CC2)cc1	-1%	0%	-1	0.4	2%[7.66 µM]	-15%	8%	1%[7.66 µM]	-2%
CC(C(=O)NCc1ccccc1)n1c(Cc2cc(F)cc(F)c2)nc2ccccc21 (stereo not given)	-23%	.	0	0.4	-6%	i	8%	-9%	-6%
Cc1ccc(-n2ncc3c(NCc4ccccc4)ncnc32)cc1	11%	-6%	-5	0.5	-1%	i	-1%	-18%	-9%
O=C(c1ccc(Cl)c(S(=O)(=O)N2CCCCC2)c1)N1CCCCC1	-11%	15%	0	-1.2	-21%	-5%	-5%	-2%	2%
CCCOc1ccc(S(=O)(=O)N2CCOCC2)cc1[N+](=O)[O-]	-4%	7%	-6	-1.2	12%	-11%	0%	0%	5%
CC(NS(=O)(=O)c1cccc(C(=O)O)c1)C12CC3CC(CC(C3)C1)C2 (stereo not given)	-5%	2%	1	0.7	-4%	-63%[inhibitor]	-3%	-4%	-7%
C[C@@H]1CCCCO[C@H](CN(C)C(=O)C2CCCCC2)[C@@H](C)CN([C@H](C)CO)C(=O)c2cc(N(C)C)ccc2O1	-27%	14%	1	-3.0	-3%	-25%	?	2%	10%
Cc1ccc2[nH]c(O)c(N=NC(N)=S)c2c1	-23%	3%	-4	-0.2	16%	?	-2%	17%	-11%
CC(=O)N/C(=N\c1nc(C)cc(C)n1)Nc1ccccc1Cl	-21%	6%	5	-0.1	7%	-2%	-10%	1%	19%
O=C(c1cc2cc3ccc(Cl)cc3nc2o1)N1CCN(c2cccc(Cl)c2)CC1	.	0%	.	.	9%	-2%	.	3%	.
O=C(CNc1ccc(Cl)c(C(F)(F)F)c1)N1CCN(S(=O)(=O)c2ccccc2)CC1	2%	-57%[inhibitor]	-2	-4.9	?	-23%	-7%	-28%	3%
O=C(COC(=O)CC1CC2CCC1C2)NCc1ccccc1 (stereo not given)	-8%	-13%	4	0.7	-14%	i	-7%	-4%	0%
O=C(C1CC(=O)N(c2ccc3c(c2)OCCO3)C1)N1CCN(c2ccccc2O)CC1 (stereo not given)	-6%	4%	2	-1.0	-14%	-26%	-16%	0%	3%
N#Cc1c(NCc2ccccc2)ccnc1Cl	11%	1%	-4	0.7	?	-39%	4%	-24%	2%
CC(C)OC(=O)/C(C#N)=C/c1cn(Cc2ccccc2)c2ccccc12	-19%	18%	1	-0.5	?	i	-3%	13%	12%
CC(O)(c1ccccc1)C(c1ccccc1)C1CCCCN1 (stereo not given)	-13%	-1%	-2	1.3	-14%	i	-10%	0%	13%
CN(C)c1ccc(S(=O)(=O)N2CCCCC2)cc1NC(=O)CN1C(=O)NC2(CCCC2)C1=O	-10%	5%	-6	-1.5	33%[activator]	12%	-3%	3%	6%
Cc1ccc(NC(=O)/C(C#N)=C/c2cc(C)n(-c3ccc(N4CCOCC4)c([N+](=O)[O-])c3)c2C)c(C)c1	-9%	-8%	-4	-0.1	-10%	-17%[57.5 µM]	-10%	3%	6%
CCCCNC(=O)CCSc1nc2nc(C)cc(C)n2n1	10%	-1%	.	2.7	0%	i	-8%	-13%	-1%
O=C1c2ccccc2C(=O)N1CCSc1nncs1	9%	-1%	.	-0.7	1%	-3%[57.5 µM]	-3%	-1%	-5%
N/C(CS(=O)(=O)c1ccccn1)=N\OC(=O)c1ccccc1Cl	15%	3%	1	-2.3	-11%	i	-1%	26%	1%
CCS(=O)(=O)c1c(S(=O)(=O)CC)c2cc(C(C)(C)C)ccn2c1C(=O)c1ccc(F)cc1	.	12%	.	.	-11%	i	.	-3%	.
COc1cccc(CN2CCN(Cc3ccco3)CC2)c1	-10%	-3%	3	-1.5	17%	i	2%	8%	-4%
Cc1ccccc1NC(=O)NCCCN1CCN(C2CCCCC2)CC1	3%	6%	-6	-0.4	-3%	i	-5%	-2%	9%
CC(C)c1ccccc1OCCCN1CCCC1	-5%	-2%	-2	-2.0	?	i	3%	6%	7%
CC1Nc2ncnc(N3CCc4ccccc4C3)c2N(Cc2ccc(Br)cc2)C1=O (stereo not given)	3%&8%	4%&-2%	-12&-2	0.6&-0.4	?	i	-3%&0%	?	-9%&6%
Cc1ccc2c(c1)c1c(c(=O)n(-c3ccccc3C)c(=O)n1CC(=O)NCc1ccccc1)n2C	.	0%	.	.	6%	-13%	.	1%	.
CC(=O)Nc1ccc(NC(=O)C(C)OC(=O)CNS(=O)(=O)/C=C/c2ccc(C)cc2)cc1 (stereo not given)	-14%	-5%	-7	1.1	1%	i	-11%	8%	-32%[inhibitor]
COC(=O)COc1cccc2c(=O)n(CC(=O)N3CCC(C)CC3)ccc12	11%	6%	-4	0.0	27%	i	5%	1%	9%
CCCCN(C(=O)c1cccc(N2C(=O)c3ccccc3C2=O)c1)c1c(N)n(CC(C)C)c(=O)[nH]c1=O	-3%	-6%	3	0.3	1%	-14%	2%	4%	-7%
